# High-throughput results: PubChem BioAssay, National Center for Advancing Translational Sciences (NCATS)
# EPAC2 antag – EPAC2 (human) antagonism; Q8WZA2; EPAC2 GEF exchange of Rap1B-BODIPY-GDP, fluorescence; Potency, µM (doses to about 114 µM), inactives show at the top dose activity, negative = inhibition, most hits filed as inhibitors; 360,000 compounds, 0.18% hits; AID 720708; note: % is set by controls: 0 for no effect and ±100 for the full control effect; nearly all actives have a fitted effect of over 45% in size; many of its hits are not listed in these tables
# EPAC1 ag – agonists of human EPAC1 | O95398 | EPAC1 agonist qHTS, biochemical assay; response scale: 100% = response to 6.5 mM cAMP | Potency, µM (series often up to 154 µM), without a hit: top-dose activation, most hits filed as activators | 360,000 compounds, 0.073% hits | AID 720707; note: nearly all actives have a fitted effect of over 60% in size
# Target sequence (O95398 whole entry, looked up): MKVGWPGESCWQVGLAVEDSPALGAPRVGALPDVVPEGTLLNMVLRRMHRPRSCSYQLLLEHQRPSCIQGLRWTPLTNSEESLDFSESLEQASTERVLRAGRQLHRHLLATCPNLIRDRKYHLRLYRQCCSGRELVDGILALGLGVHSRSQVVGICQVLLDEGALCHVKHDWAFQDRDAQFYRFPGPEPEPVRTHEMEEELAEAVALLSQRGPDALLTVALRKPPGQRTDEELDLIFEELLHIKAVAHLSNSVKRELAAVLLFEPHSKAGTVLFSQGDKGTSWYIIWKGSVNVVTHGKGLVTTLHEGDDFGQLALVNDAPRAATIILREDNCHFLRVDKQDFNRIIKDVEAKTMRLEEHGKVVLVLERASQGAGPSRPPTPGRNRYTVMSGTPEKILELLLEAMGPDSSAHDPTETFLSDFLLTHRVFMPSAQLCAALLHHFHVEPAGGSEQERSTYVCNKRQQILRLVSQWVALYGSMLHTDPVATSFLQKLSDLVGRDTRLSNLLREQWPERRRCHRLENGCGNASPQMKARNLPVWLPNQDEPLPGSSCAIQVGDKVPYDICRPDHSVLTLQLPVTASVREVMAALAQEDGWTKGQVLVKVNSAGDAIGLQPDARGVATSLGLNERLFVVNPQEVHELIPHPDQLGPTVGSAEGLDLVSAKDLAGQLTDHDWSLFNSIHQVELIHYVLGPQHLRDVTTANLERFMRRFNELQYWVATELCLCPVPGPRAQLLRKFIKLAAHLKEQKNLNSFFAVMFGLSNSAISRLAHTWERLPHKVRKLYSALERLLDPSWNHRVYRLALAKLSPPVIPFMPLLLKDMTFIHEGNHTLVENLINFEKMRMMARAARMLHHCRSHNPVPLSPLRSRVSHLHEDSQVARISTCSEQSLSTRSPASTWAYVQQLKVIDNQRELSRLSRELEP
#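 Fluorescent GDP-exchange assay: 100 nM EPAC1 with 250 nM Rap1B preloaded with BODIPY-GDP and 50 uM GDP; compounds tested as concentration series, 5 min at room temperature, then read every 5 min for 30 min (ex 480/em 540 nm); normalized to 6.5 mM cAMP.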
# FUS suppressor – rescues growth of FUS-expressing yeast | S. cerevisiae FUS-expressing, growth rescue, OD600, 24 h | Potency, µM (highest dose often 76.6 µM), for inactives: at the top dose growth rescue (activation), usual class: activators | 390,000 compounds, 0.24% hits | AID 1347120;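 note: plate controls were DMSO vehicle for no effect and reference control for full effect; nearly all actives have a fitted effect of over 55% in size; some results filed as inactive show a strong effect at the top dose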
#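 Toxicity suppression screen in FUS-yeast. Cells induced with 2% galactose, starting OD 0.005, treated 24hr at 30C with compounds at multiple final concentrations; growth by OD600.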
# TDP43 rescue – rescues yeast growth from TDP-43 toxicity | Potency, µM (doses to about 46.1 µM), for the others: at the top dose growth rescue (activation), actives largely listed as activators | 410,000 compounds, 1.8% hits | TDP-43 expressing yeast growth rescue, BacTiter-Glo, 24 h; note: % of control where 0% means no effect; nearly all actives have a fitted effect of over 50% in size
#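 Cell-based yeast growth screen: TDP-43 expression induced in galactose, inoculum OD600=0.02 after raffinose pregrowth to mid-log. Read-out BacTiter-Glo luminescence at 24 hr, 30 deg C; inhibition of toxicity seen as signal increase.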
# EPAC1 antag – EPAC1 (human) antagonism | 360,000 compounds, 0.14% hits | EPAC1 GEF assay, Rap1b-BODIPY-GDP exchange fluorescence | O95398 | Potency, µM (doses to about 115 µM), for inactives: at the highest dose activity change, negative = inhibition, hits mostly inhibitors;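 note: plate controls were vehicle for no effect and positive control for full effect; nearly all actives have a fitted effect of over 50% in size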
# EPAC2 ag – agonists of human EPAC2 (RAPGEF4) | EPAC2 activation, biochemical qHTS; response scale: 100% = 6.5 mM cAMP response | Potency, µM (highest dose often 154 µM), inactives show at the top dose activation, most hits filed as activators | 360,000 compounds, 0.079% hits | AID 720711; note: nearly all actives have a fitted effect of over 50% in size
#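 Guanine nucleotide exchange by EPAC2 is measured as reduced fluorescence of BODIPY-GDP once it is released from 250 nM Rap1B. Plates are read kinetically for 30 min at room temperature; results are scaled to 6.5 mM cAMP.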
# PTHR1 ag – activates the human parathyroid hormone receptor PTHR1; Q03431; 410,000 compounds, 0.075% hits; AID 743266; HEK293 GP2 PTHR1 cells, GloSensor cAMP luminescence, 1 h; Potency, µM (titrated, usually from 115 µM), for inactives: at the highest dose activation, usual class: activators; note: nearly all actives have a fitted effect of over 55% in size; some results filed as inactive show a strong effect at the top dose; inactives centre near -15; many of its hits are not listed in these tables
#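 HEK-293-derived GP2 cells expressing PTHR1 and a GloSensor cAMP reporter, 3,000/well, plated overnight, given luciferin plus IBMX (each 0.5 mM as added) for 1 h at 37 °C, then compound for 1 h at 37 °C. Luminescence was read after 15 min at room temperature.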
# aSyn yeast inh – rescues yeast growth from alpha-synuclein toxicity | Yeast expressing alpha-synuclein, growth rescue, BacTiter-Glo, 24 h | Potency, µM (highest dose often 46.1 µM), for the others: at the top dose growth rescue (activation), usual class: activators | 370,000 compounds, 0.14% hits | AID 652106; note: % of control where 0% means no effect; nearly all actives have a fitted effect of over 65% in size
#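 Rescue of yeast growth: cells expressing toxic alpha-synuclein, induced in galactose at OD600 0.02, incubated with compound 24 h at 30 C. ATP luminescence quantified growth; inhibitors of toxicity appear as activators.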
# An asterisk follows results filed as active; i = inactive; ? = inconclusive; . = no result given; & = joins results of further samples; [ ] = remark or other dose. Calls come from the whole dose curve; as a rule, active = well fitted curve in the direction sought with a large enough effect; inconclusive = small, poorly fitted or top-dose-only effect, or another doubt; inactive = no such curve, though single readings can be large; an effect the other way counts as inactive or inconclusive. Potency is the fitted concentration of half-maximal effect. Some of the compounds tested; the hit share may differ from the screen's.
SMILES	EPAC2 antag	EPAC1 ag	FUS suppressor	TDP43 rescue	EPAC1 antag	EPAC2 ag	PTHR1 ag	aSyn yeast inh
Cc1ccc(CCNC(=O)CC2Oc3ccc(C)cc3NC2=O)cc1 (stereo not drawn)	6%	-4%	-8%	-9%	-12%	9%	15%	4%
Nc1ccccc1N=Nc1ccccc1N	-22%	-23%	0%	-3%	-17%	3%	-28%	27%
CN(CCOC(=O)c1cccc(Br)c1)C(C)(C)C	1%	12%	15%	-12%	-7%	1%	?	-2%
CCCCc1ccc(S(=O)(=O)NC(=O)C2(C)CCN2C(=O)CC2CC2)cc1 (stereo not drawn)	0%	1%	17%	24%	-19%	-7%	3%	9%
O=C(COC(=O)CCCCCN=C1NS(=O)(=O)c2ccccc21)Nc1ccc(Cl)c(Cl)c1	?	6%	25%	5%	-5%	-7%	i	4%
CC1=C(C(=O)N(C)CCC#N)C2(CCCCC2)OC1=O	0%	1%	-16%	8%	7%	1%	-18%	-7%
COc1ccccc1NC(=O)CCC(=O)Nc1nnc(C(F)(F)F)s1	1%	-3%	22%	-5%	-9%	-6%	-5%[57.5 µM]	0%
COC(=O)c1ccc(/C=N/NC(=S)NCCN2CCOCC2)cc1	1%	1%	13%	-1%	-10%	2%	-20%	2%
Cc1nc(N2CCc3ccccc3C2)[nH]c(=O)c1CCC(C)C	-3%	4%	3%	1%	-10%	3%	i	-19%
O=C(C1CCCO1)N(c1ccc(F)cc1)C1C=CS(=O)(=O)C1 (stereo not drawn)	5%	-4%	3%	8%	-1%	5%	i	5%
CCN1CCN(c2ncc(C(=O)Nc3cc(Cl)ccc3OC)c3ccccc23)CC1	-9%	3%	10%	-3%	-10%	2%	i	4%
O=S(=O)([N-]c1nc2ccccc2nc1-n1cc[n+](Cc2ccccc2)c1)c1ccc(Cl)cc1	-3%	3%	6%	-30%	-17%	4%	2%	-7%
CN1CCCC1CN1CCCC1 (stereo not drawn)	-5%	-1%	-14%	-1%	-5%	-1%	i	-5%
N#Cc1c(-c2ccccc2)cc(-c2ccccc2)nc1Br	19%	8%	13%	-25%	4%	11%	-21%	-22%
COc1ccc(CN(C)CC(O)COc2ccc(-c3ccccc3)cc2)cc1OC (stereo not drawn)	0%	4%	28%	-41%[inhibitor]	-9%	6%	14%	-8%
COc1ccc(CN2C[C@H]3CCCN3c3cc(Br)ccc3S2(=O)=O)cc1	-9%	-6%	18%	3%	-11%	16%	-17%	6%

# For convenience, three of the compounds above:
SMILES	EPAC2 antag	EPAC1 ag	FUS suppressor	TDP43 rescue	EPAC1 antag	EPAC2 ag	PTHR1 ag	aSyn yeast inh
CN1CCCC1CN1CCCC1 (stereo not drawn)	-5%	-1%	-14%	-1%	-5%	-1%	i	-5%
N#Cc1c(-c2ccccc2)cc(-c2ccccc2)nc1Br	19%	8%	13%	-25%	4%	11%	-21%	-22%
COc1ccc(CN(C)CC(O)COc2ccc(-c3ccccc3)cc2)cc1OC (stereo not drawn)	0%	4%	28%	-41%[inhibitor]	-9%	6%	14%	-8%

# Next section:
SMILES	EPAC2 antag	EPAC1 ag	FUS suppressor	TDP43 rescue	EPAC1 antag	EPAC2 ag	PTHR1 ag	aSyn yeast inh
CC(C)(C)C(=O)Nc1sc2c(c1C#N)CCCCC2	15%	-14%	7%	-26%	8%	0%	-5%	-23%
Cc1ccc(CNC(=S)Nc2ccc(OC(F)F)cc2C)cc1	10%	-8%	10%	?	4%	-5%	-11%	5%
O=C(c1ccc2c(c1)CCN2S(=O)(=O)c1ccccc1)N1CCN(c2ccccc2F)CC1	11%	8%	6%&-1%	23%&20%	-13%	0%	-15%	8%
CC(=O)Nc1ccc(S(=O)(=O)Oc2ccc(/C=C3\SC(N)=NC3=O)cc2)cc1	1%	-2%	14%	17%	-14%	9%	-14%	-3%
COc1ccc2c(-c3ccccc3)cc(=O)[nH]c2c1	10%	3%	22%	-22%	11%	-2%	i	0%
CCOc1ccccc1NC(=O)CSc1nc2[nH]ncc2c(=O)[nH]1	5%	-4%	5%	-7%	-1%	4%	i	0%
O=C(Nc1ccc2nc3n(c(=O)c2c1)CCCC3)c1cccc(F)c1	5%	-3%	3%	-1%	8%	2%	i	3%
O[C@@H]1CN(Cc2ccccc2Cl)CC[C@H]1N1CCOCC1	0%	2%	-5%	1%	?	3%	-3%	-2%
NC(=O)Nc1ccc(C(=O)OCC(=O)N2CCc3ccccc3C2)cc1	-8%	13%	-3%	7%	-7%	4%	i	-7%
COc1ccccc1N1CCN(CC(=O)Nc2ccc3c(c2)OCCO3)CC1	-1%	8%	-27%	19%	11%	10%	-15%	-7%
COc1ccc(C)cc1NC(=O)c1cccc(C(=O)Nc2cc(C)ccc2OC)c1	3%	-6%	-17%	2%	-9%	4%	-39%[inhibitor]	4%
CC(O)CNc1nc2ccccc2n1CC(=O)NCC(F)(F)F (stereo not drawn)	-7%	9%	-9%	-2%	2%	11%	-25%	-2%
O=C(COC(=O)C1CCN(S(=O)(=O)c2ccc3c(c2)OCCO3)CC1)Nc1cccc2ccccc12	8%	4%	-3%	0%	6%	8%	i	-14%
Cc1cccc(Nc2ncnc3nc[nH]c23)c1C	5%	-8%	-13%	0%	-7%	7%	i	-2%
Oc1ccccc1C1=NC(c2ccccc2)NC(c2ccccc2)C1 (stereo not drawn)	-9%	4%	2%	?	-25%	14%	-34%[inhibitor]	-8%
O=C(SCC(O)C(O)CS)c1cccs1 (stereo not drawn)	8%	-20%	10%	11%	5%	-2%	-15%	-4%
COc1ccc2c(COC(=O)CC3Sc4ccccc4NC3=O)cc(=O)oc2c1 (stereo not drawn)	-2%	2%	.	11%	-12%	3%	-1%	0%
Cc1cccc(-n2ncc3c(NCc4cccs4)ncnc32)c1	-1%	22%	4%	1%	-4%	12%	i	-23%
CN(C)S(=O)(=O)c1ccc(NC(=O)CSc2nnc(-c3ccco3)o2)cc1	4%	-1%	-4%	4%	-6%	0%	i	5%[1.84 µM]
CC(O)(CC(=O)CC(=O)c1ccccc1)c1ccccc1 (stereo not drawn)	-4%	2%	.	21%	-4%	4%	-3%	1%
Oc1cccc(/C=N/N2CCN(c3ccccn3)CC2)c1	6%	-5%	-16%	-9%	-14%	-3%	i	-8%
Cc1ccc(C(=O)OCN2C(=O)c3ccccc3C2=O)cc1S(=O)(=O)N1CCOCC1	-5%	0%	27%	-14%	0%	6%	-23%	26%
c1nc2nc3c(c(N4CCOCC4)n2n1)CCCC3	9%	1%	-7%	6%	10%	-6%	i	1%
COc1ccc(OC)c(C2C(C(C)=O)=C(O)C(=O)N2c2ccc(F)cc2)c1 (stereo not drawn)	-3%	5%	36%	-16%	4%	8%	i	3%
O=C(CCCn1c(=O)[nH]c2cc(Cl)ccc2c1=O)N1CCN(c2ccc([N+](=O)[O-])cc2)CC1	2%	-16%	3%	-5%	-15%	-1%	-31%[inhibitor]	-4%
Cc1onc(-c2c(Cl)cccc2Cl)c1/C(N)=N/OC(=O)C(C)(C)C	-4%	7%	-31%	18%	9%	7%	-6%	-15%
CCc1cccc(CC)c1NC(=O)CSc1nnc(C2CC2)n1N	2%	7%	-6%	3%	-6%	1%	i	1%
C[C@@H]1CN([C@H](C)CO)C(=O)c2cc(NC(=O)Nc3ccc(F)cc3)ccc2O[C@@H](C)CCCCO[C@H]1CN(C)S(=O)(=O)c1ccc(Cl)cc1	2%	-9%	?	1%	-9%	-5%	?	10%
O=C(NCc1ccc2c(c1)OCO2)C(=O)Nc1ccccc1	1%	7%	-20%	21%	-3%	11%	-16%	1%
O=C(COC(=O)CN1C(=O)C2CCCCC2C1=O)Nc1ccc(F)c(F)c1F (stereo not drawn)	0%	6%	-2%	13%	15%	-1%	-33%[inhibitor]	1%[1.84 µM]
Cc1cccc(C(=O)N[C@H](C(=O)Nc2ccc(C)c(S(=O)(=O)N3CCOCC3)c2)C(C)C)c1	4%	3%	.	5%	-9%	0%	-2%	0%
Cc1n(Cc2ccccc2)c2cc([N+](=O)[O-])ccc2[n+]1Cc1ccccc1	1%	11%	6%	3%	-13%	-3%	i	4%
COc1cc(/C=N/NC(=O)c2cccnc2)ccc1OCC(=O)Nc1c(C)cc(C)cc1C	-3%	-22%	31%	-16%[0.397 µM]	-1%	-10%	i	1%
Cc1ccc(N2CCN(CC(O)COc3ccccc3)CC2)cc1 (stereo not drawn)	2%	3%	-7%	-4%	-8%	2%	i	0%
COc1cccc(NC(=O)c2cccc(Cl)c2)c1	6%	-13%	3%	?	0%	8%	-37%[inhibitor]	-12%
CCCCN(Cc1ccco1)C(=O)Cn1ncc2c(=O)oc3ccc(C)cc3c21	20%	-9%	-15%	0%	1%	-1%	-11%	1%
OC(CN1CCN(c2cccc(Cl)c2)CC1)c1ccc(F)cc1 (stereo not drawn)	-17%	-4%	-4%	-15%	-24%	10%	7%	-3%
CN1CCC(OC(=O)c2cc3cc(Br)ccc3oc2=O)CC1	-3%	3%	16%	-14%	-10%	7%	-12%	0%
Cc1cccc(N2C(=O)N3[C@@H]4c5ccccc5OC[C@@H]4[C@@H](c4ccccc4)[C@@]3(C)C2=O)c1	-4%	-4%	?	-8%	-12%	17%	3%	23%
Cc1ncc(CO)c(/C=N/NC(=S)Nc2cccc(Cl)c2)c1O	0%	19%	-2%	4%	?	8%	0%	-13%
Cc1ccccc1S(=O)(=O)Cc1ccc(C(=O)NCCCN2CCC(C)CC2)o1	3%	11%	4%	1%	-11%	-1%	i	3%
CCOC(=O)Cn1cc(-c2ccccc2)nn1	7%	0%	3%	0%	-1%	4%	i	-1%
CC(CCc1ccccc1)NC(=O)C1CCCN(c2nnc(-n3cccc3)s2)C1 (stereo not drawn)	-9%	-6%	3%	1%	-2%	-10%	-26%	8%
O=[N+]([O-])c1ccccc1S(=O)(=O)NCc1ccc(F)cc1	1%	8%	9%	-13%[9.22 µM]	-22%	15%	i	2%
CC(C)C[C@H]1COc2cc(N3CCN(Cc4ccccc4F)CC3)ccc2S(=O)(=O)N1	5%	2%	-11%	13%	-18%	-3%	-68%[inhibitor]	6%
COc1ccc(C2C(C#N)=C(N)Oc3cc(O)ccc32)cc1 (stereo not drawn)	-15%	0%	5%	.	-13%	3%	-15%	-6%
